# Assay outcomes (PubChem BioAssay)
# HKDC1 inhibitor: HKDC1 hexokinase inhibitors, primary screen, biochemical, fluorescence, uHTS; Q2TB90; recombinant HKDC1, G6PDH/diaphorase resazurin coupled fluorescence; inhibition, % at 20 µM; 340,000 compounds, 0.16% hits; AID 493160, 2011;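 active means inhibition above about 35% when tested at 20 µM, limit read from the data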;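 further: plate controls were DMSO wells with enzyme for no effect and DMSO wells lacking enzyme for full effect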
#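 Material – in-house recombinant HK5 (HKDC1) enzyme · Quantity – HKDC1 at 5 µg/mL · Buffer or medium – pH 8.0 Tris buffer with 10 mM MgCl2 · Reagent – glucose with 1 mM ATP · Dosing – single 20 µM dose · Times – reaction time 90 min, room temperature, protected from light · Technique – resorufin fluorescence at 613 nm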
# SENP8 block-1: SENP8 protease inhibitors, primary screen, biochemical, luminescence | purified SENP8, Z-RLRGG-aminoluciferin cleavage | inhibition, % at 10 µM | 330,000 compounds, 1.2% hits | AID 2540, 2010; in the data active means inhibition above about 50%
# Target sequence (Q96LD8 whole entry, looked up): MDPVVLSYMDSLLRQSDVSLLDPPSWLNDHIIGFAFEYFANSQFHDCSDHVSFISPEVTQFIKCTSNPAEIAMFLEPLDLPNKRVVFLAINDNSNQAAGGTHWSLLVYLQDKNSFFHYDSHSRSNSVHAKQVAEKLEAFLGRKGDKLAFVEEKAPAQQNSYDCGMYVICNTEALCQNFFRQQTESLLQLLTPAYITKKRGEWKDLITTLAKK
# SENP1 inh: human SENP1 catalytic domain inhibitors, primary screen, biochemical, FRET, uHTS. recombinant SENP1 catalytic domain, CyPet-SUMO1-YPet FRET cleavage. inhibition, % at 10 µM. 360,000 compounds, 0.21% hits. AID 624204, 2012;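 active means inhibition at least 30% at 10 µM, raw YFP signal under a set limit, fluorescence ratio 0.5 to 1.5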;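 further: 0% = enzyme with DMSO and 100% = no enzyme wells; some results filed as inactive read as strong as hits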
#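 System: Recombinant human SENP1 catalytic domain, His6-tagged | Incubation: Enzyme reaction for 50 min at room temperature, dark | Medium: Tris pH 8 with BME, BSA, NP40 and catalase | Also added: 25 nM SUMO1 FRET substrate | Compound: 10 µM single point, 0.5% DMSO | Measured by: FRET fluorescence in CFP and YFP emission channels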
# SENP6 block: SENP6 protease inhibitors, primary screen, biochemical, luminescence, uHTS; inhibition, % at 10 µM; AID 2599, 2010; 330,000 compounds, 1.8% hits; Recombinant SENP6 catalytic domain, aminoluciferin luminescence;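 active means inhibition above about 50% at the single tested dose, limit read from the data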;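 further: plate controls were DMSO wells with enzyme for no effect and DMSO wells lacking enzyme for full effect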
# Target sequence (Q9GZR1 628-1112 limits assumed): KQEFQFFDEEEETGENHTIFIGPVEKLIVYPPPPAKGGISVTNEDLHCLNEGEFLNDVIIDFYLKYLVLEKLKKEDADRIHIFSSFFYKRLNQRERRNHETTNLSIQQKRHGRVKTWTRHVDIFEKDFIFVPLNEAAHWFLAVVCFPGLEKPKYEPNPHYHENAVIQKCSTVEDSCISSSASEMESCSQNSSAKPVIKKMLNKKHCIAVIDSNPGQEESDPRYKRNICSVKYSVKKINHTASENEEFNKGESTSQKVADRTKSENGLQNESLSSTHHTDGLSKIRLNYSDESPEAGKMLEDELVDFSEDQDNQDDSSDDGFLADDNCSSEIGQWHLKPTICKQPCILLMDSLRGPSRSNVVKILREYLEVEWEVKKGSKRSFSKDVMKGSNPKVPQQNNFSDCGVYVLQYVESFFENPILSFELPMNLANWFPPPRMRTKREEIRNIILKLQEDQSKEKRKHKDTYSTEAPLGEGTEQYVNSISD
# PfG6PD inh: PfG6PD enzyme inhibitors, primary screen, biochemical, fluorescence intensity, uHTS; glucose-6-phosphate dehydrogenase-6-phosphogluconolactonase (Plasmodium falciparum 3D7); PfGluPho enzyme, NADPH resazurin-diaphorase fluorescence; inhibition, % at 20 µM; 350,000 compounds, 0.78% hits;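 active means inhibition reaching at least a set limit at 20 µM in the primary screen, cut at about 59% in these data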;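 further: 0% = DMSO wells with substrate and 100% = DMSO wells lacking glucose-6-phosphate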
# UBC13 inh: UBC13 polyubiquitin chain formation inhibitors, primary screen, biochemical, TR-FRET, uHTS. Ubiquitin-conjugating enzyme E2 N (Homo sapiens), P61088. inhibition, % at 20 µM. 330,000 compounds, 0.47% hits; in the data active means inhibition above about 45%, passing the limit was not always enough; inconclusive means no clear call, values can overlap the other calls
# beta cell repl: inducers of MIN6 beta-cell proliferation, primary screen, ATP luminescence, uHTS; MIN6 cells proliferation, ATPlite luminescence, 48 h; cells starved in 0.2% serum; 100% = growth in 10% serum; 330,000 compounds, 0.29% hits; proliferation, % at 10 µM;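 active means compounds whose signal lies at least 3.5 SD above the mean of all wells on their plate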;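 further: 0% = DMSO-treated cells in low-serum medium and 100% = 10% serum control; some compounds called inactive have numbers as strong as hits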
# SENP7 block: SENP7 protease inhibitors, primary screen, biochemical, luminescence, uHTS; inhibition, % at 5 µM; Sentrin-specific protease 7 (Homo sapiens), Q9BQF6; recombinant SENP7, Z-RLRGG-aminoluciferin luminescence, 40 min; 330,000 compounds, 1.5% hits;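 active means inhibition above about 50% at the single test dose, limit read from the data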;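 further: plate controls were DMSO with enzyme for no effect and no enzyme buffer wells for full effect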
# Target sequence (Q9BQF6 706-1050 limits assumed): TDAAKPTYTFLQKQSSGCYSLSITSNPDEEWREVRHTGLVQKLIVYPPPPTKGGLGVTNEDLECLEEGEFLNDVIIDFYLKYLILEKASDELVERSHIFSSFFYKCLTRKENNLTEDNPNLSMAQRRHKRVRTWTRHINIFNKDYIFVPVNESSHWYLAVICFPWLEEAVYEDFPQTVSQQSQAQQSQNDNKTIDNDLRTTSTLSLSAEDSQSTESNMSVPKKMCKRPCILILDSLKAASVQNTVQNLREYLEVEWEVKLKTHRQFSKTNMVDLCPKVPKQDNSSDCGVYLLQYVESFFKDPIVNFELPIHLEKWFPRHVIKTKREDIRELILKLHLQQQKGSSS
# SENP8 block-2: human SENP8 protease inhibitors, primary screen, biochemical, fluorescence, Nedd8 protein substrate, uHTS. Sentrin-specific protease 8 (Homo sapiens), Q96LD8. recombinant SENP8. inhibition, % at 20 µM. 360,000 compounds, 0.64% hits. AID 602440, 2012; in the data active means inhibition mostly above about 40%, no sharp cut-off; inactive means mostly below about 27%
# * = called active by the depositor; ? = inconclusive; . = no result given; & = joins results of further samples. No enrichment for hits, and some 4% of all compounds hit somewhere here.
(1) O=C(Nc1ccccc1NC(=O)c1c(F)c(F)c(F)c(F)c1F)c1c(F)c(F)c(F)c(F)c1F
(2) O=C(O)c1ccccc1SC1CC(=O)N(c2cccc3ccccc23)C1=O (stereo not given)
(3) Cc1ccc(N2C(=O)CC(Cc3cccc(C)c3)C2=O)cc1 (stereo not given)
(4) CCN1C(=O)C(CC(=O)Nc2ccccc2Cl)N(NC(=O)c2cccc(F)c2)C1=S (stereo not given)
(5) OCC[C@H]1C[C@H](O)[C@@H](O)[C@@]2(Cc3ccccc3O2)O1
(6) C#CCOCCOCCOCCNc1nc(N2CCN(C(=O)[C@H]([C@@H](C)CC)n3cc([C@@H](N)Cc4ccc(O)cc4)nn3)CC2)nc(N2CCN(C(=O)[C@H](Cc3ccc(O)cc3)n3cc([C@@H](N)CC(C)C)nn3)CC2)n1

screen / no.	1	2	3	4	5	6
SENP6 block	-12	.	-8	-6	-16	-1
SENP8 block-1	0	.	-13	9	-12	-11
SENP7 block	8	.	-4	1	9	1
SENP1 inh	3	1	1	1	0	1
beta cell repl	-5	.	-1	-5	-1	-3
HKDC1 inhibitor	-2	-15	-3	3	-4	2
PfG6PD inh	13	-15	-22	4	7	-2
SENP8 block-2	19	12	8	7	7	21
UBC13 inh	-7	.	1	-8	?	45*

(7) O=C(Nc1cccc2ccccc12)c1ccccc1Cl
(8) O=C(COC(=O)c1cc(S(=O)(=O)Nc2ccccc2Cl)ccc1O)Nc1ccc(F)c(F)c1F
(9) COc1cccc(NC(=O)[C@H](Cc2c[nH]c3ccccc23)NC(=O)[C@@H]2Cc3ccccc3CN2)c1
(10) COc1cc(/C=C2/C(=N)N3C=CSC3=NC2=O)ccc1OCCCOc1cc(C)ccc1C
(11) CC(C)CC1Nc2ccc(C(=O)NCCCN3CCOCC3)cc2NC1=O (stereo not given)
(12) Clc1cccc(OCCCCN2CCCCC2)c1

screen / no.	7	8	9	10	11	12
SENP6 block	-9	-7	-10	10	19	-13
SENP8 block-1	1	-6	1	3	1	11
SENP7 block	0	-6	-2	0	2	-3
SENP1 inh	0	1	-15	-23	2	1
beta cell repl	-3	0	-3	-4	-3	2
HKDC1 inhibitor	-1	-3	-3	3	-6	-5
PfG6PD inh	8	-3	8	-7	4	-19
SENP8 block-2	13	-425	-28	-2	-92	18
UBC13 inh	9	-11	14	-2	2	2

(13) COc1ccc(Br)cc1S(=O)(=O)n1ccnc1
(14) COCCn1c(N2CCN(c3ccccc3)CC2)nc2c1c(=O)n(C)c(=O)n2C
(15) Cc1cnc(C(=O)NCCc2ccc(Cl)cc2)cn1
(16) O=C(CSC1=NCCS1)NCc1ccco1
(17) CC(=O)Nc1ccc(S(=O)(=O)N2CCN(C(=O)c3ccco3)CC2)cc1
(18) COc1ccc(Nc2cc(C(=O)N3CCc4ccccc4C3)c3ccccc3n2)c(OC)c1

screen / no.	13	14	15	16	17	18
SENP6 block	-5	-5	0	-13	15	4
SENP8 block-1	-6	5	7	-5	1	5
SENP7 block	-4	-4	-4	10	-1	-7
SENP1 inh	4	0	-5	1	1	-2
beta cell repl	0	-1	0	-3	-1	-3
HKDC1 inhibitor	-8	-3	-7	1	-1	6
PfG6PD inh	-10	-4	0	-14	-11	10
SENP8 block-2	19	14	-5	2	24	12
UBC13 inh	-3	-3	-6	3	3	5

(19) COc1ccc(NC(=O)CCCNC(=O)Cn2cnc3sc(C)c(C)c3c2=O)c(OC)c1
(20) CN(C)S(=O)(=O)c1cc(NC(=O)CN2CCNC(=O)C2)ccc1Cl
(21) O=C(COC(=O)c1cc(S(=O)(=O)N2CCOCC2)ccc1Cl)NCc1ccco1
(22) COc1ccc2c(c1)-c1nc(NC(=O)c3cccs3)sc1CC2
(23) CCS(=O)(=O)c1ccc(O)c(NC(=O)/C=C/c2ccccc2)c1
(24) Cc1ccc2c(c1)N(CC(=O)Nc1ccc3c(c1)OCCO3)C(=O)CO2

screen / no.	19	20	21	22	23	24
SENP6 block	5	8	2	-3	9	-5
SENP8 block-1	1	-5	6	-3	5	-1
SENP7 block	2	-3	5	5	12	-3
SENP1 inh	3	2	-2	-2	3	1
beta cell repl	7	1	1	-5	-3	6
HKDC1 inhibitor	4	-11	3	8	-7	-8
PfG6PD inh	-3	-1	7	56	-9	-3
SENP8 block-2	6	2	6	-446	11	19
UBC13 inh	1	12	3	9	4	13

(25) COc1ccc(NC(=O)CCS(=O)(=O)c2ccc3c(c2)oc(=O)n3C)cc1OC
(26) CCN(CC)c1nc(NN)nc(Nc2ccc(C)c(Cl)c2)n1
(27) c1ccc(CNc2c(-c3cccc(SC4CCCCC4)c3)nc3ccccn23)cc1
(28) COc1ccc(C(CNC(=O)CN2C(=O)NC3(CC(C)CC(C)(C)C3)C2=O)N2CCOCC2)cc1 (stereo not given)
(29) CCOC(=O)Cn1cnc2scc(-c3ccc(C)cc3)c2c1=O
(30) COc1cc(OC)cc(C(=O)NC(=S)Nc2ccc(NC(=O)c3ccco3)cc2)c1

screen / no.	25	26	27	28	29	30
SENP6 block	-15	-4	2	3	-3	14
SENP8 block-1	1	-1	1	-9	-14	12
SENP7 block	5	-5	4	-4	-3	9
SENP1 inh	3	-1	-81&-87	-3	-1	2
beta cell repl	-1	0	-6	-3	-2	-1
HKDC1 inhibitor	0	4	2	-13	-6	-2
PfG6PD inh	1	28	16	-4	-1	-16
SENP8 block-2	-5	17	-497	14	9	12
UBC13 inh	6	13	22	-10	3	-13

(31) CCOc1ccc(NC(=O)N2CCc3ccccc3C2)cc1
(32) Cc1cc(OC(=O)c2ccccc2C(F)(F)F)c([N+](=O)[O-])c(=O)[nH]1
(33) COCCN(Cc1nc2ccccc2c(=O)[nH]1)C(=O)c1cccc(S(=O)(=O)N2CCCC2)c1
(34) Cc1ccc(-n2nc(C(=O)O)c(C)c(C#N)c2=O)cc1Cl
(35) O=C(Nc1ccc([N+](=O)[O-])cn1)c1cc(-c2cccc(Cl)c2)nc2ccccc12
(36) O=C(c1cc2n(n1)C(C(F)(F)F)CC(c1ccc(Cl)cc1)N2)N1CCCC1 (stereo not given)

screen / no.	31	32	33	34	35	36
SENP6 block	35	-14	-2	0	24	-13
SENP8 block-1	-2	-7	-5	-13	0	0
SENP7 block	26	-2	-8	-19	2	-4
SENP1 inh	0	2	-6	0	1	11
beta cell repl	4	3	2	-2	-1	-3
HKDC1 inhibitor	5	3	-5	-3	4	0
PfG6PD inh	-1	-5	1	-11	1	0
SENP8 block-2	10	25	8	-94	19	3
UBC13 inh	1	0	2	-9	-18	2

(37) O=C(NCCC1=CCCCC1)C1CCN(S(=O)(=O)c2cccc3nsnc23)CC1
(38) COc1ccc(Nc2ncc(C(=O)N3CCN(c4ccc(F)cc4)CC3)c3ccccc23)cc1
(39) Cc1ccc(NC(=O)/C(Cl)=C\c2ccccc2)cc1
(40) CCCOP(=O)(OCCC)c1c([N+](=O)[O-])cc(C(F)(F)F)cc1[N+](=O)[O-]
(41) CC(C)Oc1ccc(C(=O)NCc2cccs2)cc1
(42) CC(=O)N1CCN(c2c(F)c(F)c(C(F)(F)F)c(F)c2F)CC1

screen / no.	37	38	39	40	41	42
SENP6 block	-5	-9	94*	-7	-6	.
SENP8 block-1	3	-8	86*	5	-2	.
SENP7 block	2	-5	91*	10	0	.
SENP1 inh	4	3	2	4	1	0
beta cell repl	-2	-5	-5	-3	-2	.
HKDC1 inhibitor	3	-3	0	-4	0	-7
PfG6PD inh	-6	16	18	13	8	-21
SENP8 block-2	20	-63	17	33	10	6
UBC13 inh	2	-7	2	-11	9	.

# Complete entries, quoted from the list. Screens in order: SENP6 block, SENP8 block-1, SENP7 block, SENP1 inh, beta cell repl, HKDC1 inhibitor, PfG6PD inh, SENP8 block-2, UBC13 inh
# Entry for CCN(CC)c1nc(NN)nc(Nc2ccc(C)c(Cl)c2)n1 : -4, -1, -5, -1, 0, 4, 28, 17, 13
# Entry for CC(C)CC1Nc2ccc(C(=O)NCCCN3CCOCC3)cc2NC1=O (stereo not given) : 19, 1, 2, 2, -3, -6, 4, -92, 2
# Entry for O=C(Nc1ccc([N+](=O)[O-])cn1)c1cc(-c2cccc(Cl)c2)nc2ccccc12 : 24, 0, 2, 1, -1, 4, 1, 19, -18
# Entry for O=C(COC(=O)c1cc(S(=O)(=O)N2CCOCC2)ccc1Cl)NCc1ccco1 : 2, 6, 5, -2, 1, 3, 7, 6, 3
# Entry for CC(=O)Nc1ccc(S(=O)(=O)N2CCN(C(=O)c3ccco3)CC2)cc1 : 15, 1, -1, 1, -1, -1, -11, 24, 3

# Next section:
(43) CCOC(=O)c1c(NC(=S)Nc2ccc(Cl)cc2)sc(C)c1C
(44) CCCc1ccc2oc(C(=O)NCCc3cnn(C)c3)c(C)c2c1
(45) COc1cc(-c2nc3ccccn3c2/N=C/c2ccc(F)cc2)ccc1O
(46) Cc1ccc(-c2cc(C(F)(F)F)nc(SCC(=O)c3cccc([N+](=O)[O-])c3)n2)cc1
(47) N#CCCn1cc(C(N)=O)c(-c2ccc3ccccc3c2)n1
(48) CN(C)c1ccc(NC(=O)Oc2ccccc2)cc1

screen / no.	43	44	45	46	47	48
SENP6 block	.	22	-5	-2	-13	75*
SENP8 block-1	.	-3	-19	2	9	36
SENP7 block	.	18	-10	3	-1	4
SENP1 inh	0	-3	-9	1	2	1
beta cell repl	.	-3	-5	-4	1	-1
HKDC1 inhibitor	-9	4	0	-7	-4	1
PfG6PD inh	-2	-4	12	7	-12	26
SENP8 block-2	9	8	-226	16	4	44*
UBC13 inh	.	1	10	-19	-9	-11

(49) O=C(COc1ccc2c(-c3ccccc3)cc(=O)oc2c1)Nc1ccc(CN2CCOCC2)cc1
(50) CCOC(=O)N1CCN(C(=O)c2ccccc2NC(=O)c2ccc(Br)cc2)CC1
(51) COc1ccc2[nH]c3c(c2c1)CCN1C(=O)C(CC(=O)NCCc2ccccn2)C[C@H](C(=O)N2CCCCC2)[C@@]31CCc1ccccc1 (stereo not given in full)
(52) CC(C)(C)c1ccc(NC(=O)Nc2ccc3ccccc3n2)cc1
(53) COC(=O)N/N=C/c1ccccc1
(54) CCCCN(C(=O)CSCC(=O)Nc1ccc(OC)cc1)c1c(N)n(CC(C)C)c(=O)[nH]c1=O
(55) COC(=O)c1nnc(-c2ccccc2)c(-c2ccccc2)n1
(56) Cc1ccc(CN2CCC(n3nccc3NC(=O)C3CCOC3)CC2)cc1 (stereo not given)

screen / no.	49	50	51	52	53	54	55	56
SENP6 block	-8	-8	.	-10	18	.	9	-3
SENP8 block-1	6	-6	.	-4	6	.	2	3
SENP7 block	2	-4	10	-3	4	.	4	-3
SENP1 inh	3	1	0	0	3	-39	2	0
beta cell repl	-2	-1	.	-2	-2	.	-1	-1
HKDC1 inhibitor	4	-5	2	-2	-2	-5	-3	-5
PfG6PD inh	2	4	1	-35	-5	-1	-11	3
SENP8 block-2	-100	14	4	-9	23	-8	12	-2
UBC13 inh	4	-4	.	5	4	.	13	1
